# Source: PubChem BioAssay
# inhibitors of VEEV – inhibitors of VEEV TC-83 cytopathic effect, confirmation, Vero cells (AID 588727); Vero cells, VEEV TC-83 cytopathic effect inhibition; higher % means a stronger effect; inhibition, % at 20 µM; hits with a dose series show IC50 in µM; actives 0.13% (n = 350,000); in the data active = a potency from the dose series; inconclusive = inhibition mostly from about 14% at the one dose, without a potency; inactive = the rest, 99 in 100 with inhibition below about 12%; also: strong numbers were not always called active
# H1N1 NS1A inhibition – H1N1 influenza NS1A inhibitors, functional cell based assay (AID 504329) | NS1A functional cell-based assay, percent inhibition; higher % means a stronger effect | inhibition, % at 12.5 µM; hits with a dose series show IC50 in µM | actives 0.3% (n = 340,000); in the data active = a potency from the dose series; inconclusive = inhibition above about 27% without an active follow-up result; also: strong numbers were not always called active
# H37Rv inhibition – M. tuberculosis growth inhibition, HTS (AID 449762); M. tuberculosis H37Rv growth inhibition, 7H9 media; higher % means a stronger effect; inhibition, % at 25 µM; hits with a dose series show IC50 in µM; actives 0.59% (n = 330,000); in the data active = a potency from the dose series; inconclusive = inhibition above about 70% without an active follow-up result;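 also: bacterial growth assessed after seven days of incubation; strong numbers were not always called active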
# Salmonella PhoP GFP – Inhibition of PhoP regulon, Salmonella typhi GFP reporter cells, confirmation, 4 h (AID 1850); inhibition, % at 50 µM, or IC50 in µM where a hit was titrated; Salmonella Typhi PhoP-promoter GFP reporter, fluorescence, 4 h; higher % means a stronger effect; actives 0.33% (n = 310,000); in the data active = a potency from the dose series; inconclusive = inhibition mostly from about 25% at the one dose, without a potency; inactive = the rest, 99 in 100 with inhibition below about 19%;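 also: 0% = induced wells with vehicle and 100% = uninduced wells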
# tuberculosis growth – growth inhibition of non-replicating M. tuberculosis (AID 488890) | inhibition, % at 25 µM, or IC50 in µM where a hit was titrated | actives 0.39% (n = 320,000) | Mycobacterium tuberculosis non-replicating, growth inhibition; higher % means a stronger effect; in the data active = a potency from the dose series; inconclusive = inhibition mostly from about 82% at the one dose, without a potency; inactive = the rest, 99 in 100 with inhibition below about 76%;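 also: plate controls were DMSO cells for no effect and high antibiotic wells for full effect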
# inhibitors of VEEV 10K pilot screen – second read-out of inhibitors of VEEV, no call of its own (marks repeat the call); inhibition, %; measured here: 10K pilot screen inhibition
# * = called active by the depositor; i = inactive; ? = inconclusive; nt = no result given.
SMILES,inhibitors of VEEV,H1N1 NS1A inhibition,H37Rv inhibition,Salmonella PhoP GFP,tuberculosis growth,others
Cn1c(=O)n(CCc2ccccc2)c2ccccc21,1.1%,-13%,-12%,-6%,-12%,
COC(=O)C1(C)NCCc2c1[nH]c1ccccc21 (centres undefined),0.3%,-9%,-11%,15%,-11%,
COc1ccc(C(=O)NC(C(=O)NCc2ccccc2OC)C(C)C)cc1 (centres undefined),0.4%,-9%,-4%,0%,24%,
CCOC(=O)Cc1csc(NC(=O)c2ccc(C)cc2)n1,1.7%,-9%,-1%,-9%,42%,
Cn1c(CNC(=O)CNC(=O)Cc2ccc(F)cc2)cc(=O)n(C)c1=O,1.9%,-10%,-5%,4%,0%,
COc1cc(/C=N/NC(=O)c2cccnc2)cc(Br)c1O,0.3%,4%,11%,-5%,-11%,
O=[N+]([O-])c1ccc(COc2cccc(CNc3ccc(Br)cc3)c2)cc1,i,-4%,?,-23%,58%,
COc1c(NC(C)=O)c2c(c([N+](=O)[O-])c1OC)C(=O)OC2,0.9%,0%,nt,nt,nt,
CCOC(=O)N1CCC(NC(=O)CS(=O)(=O)Cc2nc(-c3cccc(OC)c3)oc2C)CC1,i,-3%,-12%,16%,-3%,
CS(=O)(=O)N(CC(=O)N1CCc2ccccc2C1)Cc1ccc(Cl)cc1,i,6%,15%,7%,9%,
CCN1CCN(/C=N/c2nc3c(s2)CCCC3)CC1,0.4%,-10%,7%,-13%,10%,
COc1cc(-c2n[nH]c(=S)n2-c2cccc(C(F)(F)F)c2)cc(OC)c1OC,0.3%,55%,-7%,-2%,-22%,
Cc1nc2ccc(NC(=O)N3CCSCC3)cc2s1,1.2%,4%,0%,-12%,17%,
CC(=NCc1cccc(Cl)c1)c1nc(-c2ccco2)oc1O,1.9%,-2%,4%,-6%,65%,
CC(C)c1nnc(NC(=O)C2CCCN(C(=O)Nc3ccc(F)cc3)C2)s1 (centres undefined),1.2%,-2%,9%,4%,-2%,

# Compounds shown so far containing bromine (2):
SMILES,inhibitors of VEEV,H1N1 NS1A inhibition,H37Rv inhibition,Salmonella PhoP GFP,tuberculosis growth,others
COc1cc(/C=N/NC(=O)c2cccnc2)cc(Br)c1O,0.3%,4%,11%,-5%,-11%,
O=[N+]([O-])c1ccc(COc2cccc(CNc3ccc(Br)cc3)c2)cc1,i,-4%,?,-23%,58%,

# More structures.
SMILES,inhibitors of VEEV,H1N1 NS1A inhibition,H37Rv inhibition,Salmonella PhoP GFP,tuberculosis growth,others
CCN(CC(=O)Nc1ccc(OC)cc1)C(=O)c1ccc2c(c1)NC(=O)CS2,3.1%,-3%,nt,nt,nt,
CCN1C(=O)CSc2ccc(C(=O)NCc3ccccc3OC)cc21,2.6%,1%,-8%,3%,27%,
CCCCc1nc(NCCN2CCOCC2)c(C#N)c2c1COC(C)(C)C2,5.8%,-3%,-5%,12%,12%,
Clc1ccccc1C1=Nn2c(nnc2-c2ccco2)SC1,i,nt,0%,-2%,5%,
COc1cccc(CN2CC(C(=O)N3CCCO3)CCC2=O)c1 (centres undefined),i,7%,10%,2%,-11%,
CCN1C(=O)C(O)(CC(=O)c2c(C)coc2C)c2ccccc21 (centres undefined),i,-12%,-5%,4%,-2%,
N#Cc1ccc(C(=O)NNC(=O)c2ccncc2)cc1,0.5%,2%,-9%,-4%,-12%,
Oc1ccc(C[C@H]2CNCCN2CC2(c3ccccc3)CC2)cc1,0.0%,12%,-1%,-5%,23%,
COc1cccc(NC(=O)COC(=O)c2ccccc2SCC(=O)N2CCCC2)c1,9.8%,-4%,5%,2%,16%,
Cc1nc2sc(C(c3ccccc3)N3CCN(C)CC3)c(O)n2n1 (centres undefined),i,28%,-3%,10%,-2%,
Cc1ccc(N=C2NC(=O)CS2)cc1,7.7%,4%,-7%,4%,33%,
Cc1cc2cc(CNC(=O)c3ccc(S(=O)(=O)N4CCCC4)cc3)ccc2n1C,0.4%,32%,6%,1%,24%,
COc1ccc(CNCc2ccccc2[N+](=O)[O-])cc1OC,0.1%,3%,-1%,-3%,0%,
CC(Sc1nnnn1C)C(=O)Nc1ccccc1-c1ccccc1 (centres undefined),0.5%,-2%,2%,-4%,-4%,
N#Cc1c(SCC(=O)N2CCOCC2)nsc1SCC(=O)N1CCOCC1,i,4%,2%,0%,-10%,
CCOC(=O)c1cn(Cc2ccc(C)cc2)nn1,i,12%,5%,-4%,nt,
CCCCOc1ccc(-c2n[nH]c(=S)n2Cc2ccccc2)cc1,5.3%,-4%,4%,-1%,-7%,
O=C(Nc1cccc(C(F)(F)F)c1)C1CCN(S(=O)(=O)c2cccnc2)CC1,0.9%,6%,0%,9%,6%,
O=C(NC(=S)Nc1ccc(NC(=O)c2ccco2)cc1)c1ccccc1,0.8%,-4%,-5%,-8%,-5%,
N/C(=N\S(=O)(=O)c1cccs1)c1ccccc1,0.6%,-1%,1%,12%,-3%,
CC(C)C(=O)NN(C(=O)C(C)C)c1nc2ccccc2s1,3.7%,0%,6%,1%,-3%,
Cc1nn(C(=O)c2c([N+](=O)[O-])cnn2C)c(C)c1Cl,i,-1%,8%,-10%,3%,
Cc1cc(C)cc(-n2cc(C(=O)O)c(=O)cc2C)c1,i,-11%,3%,7%,-17%,
COc1ccc2c3c(cccc13)OCC2=O,0.5%,-2%,8%,-3%,i,
Cc1cccn2c(CN3CCCN(C=O)CC3)c(C(=O)N(C)CCc3ccccc3)nc12,2.3%,0%,-1%,1%,0%,
COc1cccc(NC(=O)c2cn(C)c(=O)c3cc(OC)c(OC)cc23)c1,7.6%,1%,-3%,-2%,-11%,
Cc1ccc(CNC(=O)C2CC3Cn4c(nc5cc6ccccc6cc54)C3N2C)o1 (centres undefined),0.5%,-6%,-10%,-8%,36%,inhibitors of VEEV 10K pilot screen=0.6
CCCNC(=O)c1ccc2c(c1)CCN2S(C)(=O)=O,i,2%,-5%,2%,6%,
C/C(=N\Nc1ncc(Cl)cc1Cl)c1ccccn1,12%,12µM*,nt,nt,nt,
COC1=NC2=NCCN2C(OC)=N1,0.5%,-5%,nt,nt,nt,
COc1cccc(-c2nnn(CCC(=O)O)n2)c1,1.0%,2%,-4%,-2%,-3%,
O=C(c1ccccc1)N1CCC(O)(c2ccc3c(c2)OCO3)CC1,0.1%,-9%,-4%,0%,6%,
O=C(NC(=O)c1ccccc1)OCCN1C(=O)c2ccccc2C1=O,1.2%,-3%,4%,12%,5%,
CC1(C)COC(Cn2c3ccccc3c3ccccc32)O1 (centres undefined),5.8%,-4%,2%,-20%,2%,
COc1ccc(N2CCN(C(=S)Nc3cccc(OC)c3)CC2)cc1,0.7%,-23%,31%,3%,6%,
CC(Cc1ccccc1)NC(=O)C(c1ccc(N)cc1)c1ccc(N)cc1 (centres undefined),i,-1%,4%,-2%,3%,
Cc1ccc(NC(=O)CCCn2c(=S)[nH]c3ccsc3c2=O)cc1C,3.3%,2%,3%,9%,-13%,
C/C=C/C(O)c1ccc2ccccc2c1 (centres undefined),nt,nt,-9%,-33%,2%,
O=C(c1ccco1)N1CCN(S(=O)(=O)/C=C/c2ccccc2)CC1,0.4%,0%,1%,5%,-1%,
O=C(Nc1cccc2c1C(=O)NC2=O)c1cccnc1Cl,2.1%,2%,2%,2%,-1%,
CSCCC(NC(=O)c1ccco1)C(=O)NCC1CCCCC1 (centres undefined),0.7%,9%,3%,nt,-7%,
O=C(NN=Cc1cccc([N+](=O)[O-])c1)c1cccc2ccccc12,2.7%,2%,nt,nt,nt,
CCc1ccc2c(c1)C(c1ccncc1)=NNC(c1ccccc1)=N2,0.7%,7%,30%,5%,35%,
CC(=O)Nc1cc(=O)c2cccnc2[nH]1,2.3%,-19%,nt,nt,nt,
C[C@@]12C(=O)N(Cc3ccccc3)CC(=O)N1[C@H]1c3cc(Cl)ccc3OC[C@@H]1[C@@H]2c1ccccc1,4.0%,-2%,?,nt,40%,

# 5 compounds already listed, sorted by number of heavy atoms, rising.
SMILES,inhibitors of VEEV,H1N1 NS1A inhibition,H37Rv inhibition,Salmonella PhoP GFP,tuberculosis growth,others
CC(=O)Nc1cc(=O)c2cccnc2[nH]1,2.3%,-19%,nt,nt,nt,
O=C(NN=Cc1cccc([N+](=O)[O-])c1)c1cccc2ccccc12,2.7%,2%,nt,nt,nt,
CCc1ccc2c(c1)C(c1ccncc1)=NNC(c1ccccc1)=N2,0.7%,7%,30%,5%,35%,
CC(Cc1ccccc1)NC(=O)C(c1ccc(N)cc1)c1ccc(N)cc1 (centres undefined),i,-1%,4%,-2%,3%,
C[C@@]12C(=O)N(Cc3ccccc3)CC(=O)N1[C@H]1c3cc(Cl)ccc3OC[C@@H]1[C@@H]2c1ccccc1,4.0%,-2%,?,nt,40%,

# New compounds follow:
SMILES,inhibitors of VEEV,H1N1 NS1A inhibition,H37Rv inhibition,Salmonella PhoP GFP,tuberculosis growth,others
CC(=O)N1c2ccc(S(=O)(=O)N3CCC(C(=O)Nc4cccc(Cl)c4)CC3)cc2CC1C (centres undefined),1.1%,5%,-1%,5%,12%,
CC(=O)c1ccc(-c2cccc(-c3cc(=O)oc4ccc(C(C)(C)C)cc34)c2)cc1,1.9%,-22%,nt,nt,nt,
O=C(Cn1cnc2c(nnn2-c2cccc(F)c2)c1=O)Nc1ccc2c(c1)OCCO2,1.5%,-6%,-3%,14%,-10%,
Cc1ccccc1NC(=O)Cc1nc(COC(=O)c2ccc([N+](=O)[O-])cc2)cs1,3.1%,-9%,nt,nt,nt,
O=C(Nc1cc(C(F)(F)F)ccc1Cl)C(Sc1n[nH]c(=O)[nH]c1=O)c1ccccc1 (centres undefined),1.2%,2%,-11%,16%,14%,
COc1ccccc1NC(=S)NCCc1ccc(S(N)(=O)=O)cc1,1.1%,-11%,-4%,9%,13%,
Cc1ccccc1S(=O)(=O)N(CC(O)CN1CCCCC1)c1ccccc1 (centres undefined),0.3%,-3%,11%,-5%,10%,
CCN(CC)S(=O)(=O)c1ccc(OC)c(NC(=O)OCc2ccccc2)c1,3.7%,-6%,4%,-12%,-2%,
O=C(N/C(=C/c1ccc(Br)cc1)c1nc2ccccc2[nH]1)c1ccco1,i,0%,-1%,-1%,12%,
CN(C)CCOC1(Cc2ccc(F)cc2)CCC(C(C)(C)C)CC1 (centres undefined),37%,-11%,nt,nt,nt,
O=c1c2ccccc2nc(/C=C\c2ccccc2[N+](=O)[O-])n1-c1ccccc1O,?,-1%,-5%,4%,24%,
CSc1cccc(NC(=O)CCNC(=O)c2ccco2)c1,0.5%,1%,54%,18%,2%,
COC(=O)C1=C(c2ccc(F)cc2OCc2ccccc2)C[C@@H]2CC[C@H]1N2C(=O)NCc1cc(C)oc1C(F)(F)F,6.5%,-1%,1%,nt,28%,
CCN(CC)CCN1C(=O)C(=O)/C(=C(/O)c2ccc(C)cc2)C1c1cccnc1 (centres undefined),2.3%,-22%,-4%,8%,2%,
CC1CCc2c(nc3ncnn3c2N2CCN(c3ccccc3F)CC2)C1 (centres undefined),i,-6%,6%,6%,8%,
COc1cc(C(=O)OCC(=O)N2CCCCC2C)ccc1OCc1c(C)noc1C (centres undefined),1.8%,4%,0%,11%,-2%,
Cc1ccc(NC(=O)c2ccc(S(=O)(=O)N3CCCCCC3)cc2)nc1,3.8%,6%,53%,-8%,45%,
CCCn1c(N)c(N(CCOC)C(=O)c2ccc(F)cc2F)c(=O)[nH]c1=O,i,7%,-7%,-3%,-2%,
COc1ccc(O)c(/C=N/NC(=O)c2c(C)nnn2-c2nonc2N)c1,0.8%,-8%,1%,0%,-6%,
C=CCn1c(SCC)nc2sc3c(c2c1=O)CCc1ccccc1-3,i,23%,21%,-2%,20%,inhibitors of VEEV 10K pilot screen=0.7
CC(C)CC(C(=O)NC(C)(C)C)N(Cc1cccs1)C(=O)c1snc(C(N)=O)c1N (centres undefined),2.8%,-1%,12%,-26%,41%,
Cc1cc(NC(=O)c2c(-c3c(F)cccc3Cl)noc2C)no1,0.1%,-2%,6%,2%,-7%,
O=C(Nc1ccccn1)c1csc2c1CCCC2,2.8%,-2%,42%,-8%,3%,
CCc1ccc(OCc2ccc(C(=O)NCc3ccccn3)o2)cc1,2.1%,8%,-4%,-8%,64%,
O=C(NCc1ccccn1)c1ccc(OC2CCN(Cc3ccc(CO)o3)CC2)cc1,5.7%,-11%,-12%,-8%,3%,
NS(=O)(=O)c1cc(C(=O)OCC(=O)c2ccc3c(c2)OCCO3)ccc1Cl,1.1%,5%,3%,-8%,20%,
CN(C)/C=N/c1nc(-c2ccc3c(c2)OCO3)cs1,0.5%,-1%,5%,-4%,24%,
Cc1ccc(C2=NN(CC(=O)NCCN(CC(C)C)CC(C)C)C(=O)CC2)cc1,i,8%,7%,-5%,2%,

# Outcome played no part in choosing rows; about 1.5% have a hit in one of these screens.
